TcdB inh = TcdB glycohydrolase inhibition; TcdB glycohydrolase enzymatic assay, plate reader; 0.24% of 350,000 active; P18177; inhibition, % at 9.99 µM; in the data active = inhibition above about 10%
CCHFV vOTU inh = blocks the CCHF virus ovarian tumor domain protease; CCHFV vOTU protease, Pep-AMC fluorescence; inhibition, % at 11.5 µM; 0.55% of 370,000 active; AID 651958; in the data active = inhibition above about 30%; also: 0% = vehicle wells with enzyme and 100% = no enzyme wells
Anthrax LF prot = anthrax lethal factor protease inhibition; P15917; multiplex microsphere protease cleavage assay, LF; inhibition, % at 10 µM; 0.12% of 360,000 active; AID 588501; also: plate controls were buffer without enzyme for full effect and enzyme alone for no effect
Target sequence (P15917 whole entry, looked up): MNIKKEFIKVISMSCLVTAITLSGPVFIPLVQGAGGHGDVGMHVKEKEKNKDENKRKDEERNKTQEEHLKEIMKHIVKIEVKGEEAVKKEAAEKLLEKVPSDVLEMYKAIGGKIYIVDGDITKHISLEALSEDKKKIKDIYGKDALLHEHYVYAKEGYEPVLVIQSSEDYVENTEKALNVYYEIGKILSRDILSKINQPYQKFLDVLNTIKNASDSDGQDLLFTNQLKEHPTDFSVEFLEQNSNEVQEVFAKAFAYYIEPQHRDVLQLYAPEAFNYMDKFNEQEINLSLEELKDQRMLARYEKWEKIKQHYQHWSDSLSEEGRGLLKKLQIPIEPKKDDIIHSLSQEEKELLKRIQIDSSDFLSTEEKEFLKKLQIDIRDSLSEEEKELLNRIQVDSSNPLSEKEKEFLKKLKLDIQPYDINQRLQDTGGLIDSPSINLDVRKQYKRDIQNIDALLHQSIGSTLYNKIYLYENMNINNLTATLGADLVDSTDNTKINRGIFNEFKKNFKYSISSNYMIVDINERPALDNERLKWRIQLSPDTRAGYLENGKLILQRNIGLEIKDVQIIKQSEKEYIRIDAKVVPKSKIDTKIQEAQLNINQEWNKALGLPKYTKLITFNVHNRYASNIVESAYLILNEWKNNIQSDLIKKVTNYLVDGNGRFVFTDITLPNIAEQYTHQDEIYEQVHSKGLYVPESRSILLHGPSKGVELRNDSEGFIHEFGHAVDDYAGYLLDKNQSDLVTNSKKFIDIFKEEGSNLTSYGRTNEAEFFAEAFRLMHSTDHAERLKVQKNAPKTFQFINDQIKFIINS
BoNT-A LC inh2 = inhibitors of Botulinum neurotoxin A light chain protease. AID 588499. inhibition, % at 10 µM. 0.17% of 360,000 active. multiplex microsphere protease substrate cleavage, flow cytometry; also: plate controls were buffer without enzyme for full effect and enzyme alone for no effect
PfHsp40 yeast = restores yeast growth despite PfHsp40 toxicity. S. cerevisiae expressing PfHsp40, growth rescue, ATP luminescence. growth rescue, % at 12.5 µM. 0.68% of 340,000 active. AID 504582; in the data active = growth rescue above about 28%, passing the limit was not always enough; inconclusive = no clear call, values can overlap the other calls;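 also: yeast W303a lacking pdr1 and pdr3 grown in galactose medium; growth measured after three days at 30 °C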
BH1578 lux ind = induces V. cholerae light production without autoinducers; V. cholerae BH1578 lux reporter, luminescence, 6 h; activation, % at 18.7 µM; 0.16% of 350,000 active; AID 588436; in the data active = activation mostly above about 9.7%, no sharp cut-off; inconclusive = no clear call, values can overlap the other calls; inactive = mostly below about 3.7%; also: not every result past the cut was called active; inactives centre near 0; reference of the scale not given here
SSB-PriA inh = inhibitors of Klebsiella pneumoniae PriA binding to SSB C-terminal tail. inhibition, % at 33 µM. AID 1272365. 0.6% of 430,000 active. AlphaScreen SSBct-PriA binding, biotinylated peptide; in the data active = inhibition mostly above about 37%, no sharp cut-off; inactive = mostly below about 20%;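 also: plate controls were negative control peptide for no effect and reference peptide for full effect; strong numbers were not always called active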
Yp Topo-I inh = Y. pestis Topo-I inhibition via cleavage products. Y. pestis Topo-I cleavage product accumulation, plate reader. activity, % at 10 µM. 0.064% of 360,000 active; in the data active = activity above about 50%, passing the limit was not always enough; inconclusive = no clear call, values can overlap the other calls; also: inactives centre near 2
SARS 3CLpro inh = SARS-CoV 3CLpro protease inhibition; P0C6X7; recombinant SARS-CoV 3CLpro, quenched FRET peptide cleavage; inhibition, % at 6 µM; 0.14% of 290,000 active; in the data active = inhibition above about 12%
DUSP3 inh = blocks human VHR1 dual specificity phosphatase. recombinant VHR phosphatase, pNPP absorbance. inhibition, % at 13.3 µM. 0.52% of 290,000 active. AID 1654; in the data active = inhibition above about 50%; also: some compounds called inactive have numbers as strong as hits
Target sequence (P51452 whole entry, looked up): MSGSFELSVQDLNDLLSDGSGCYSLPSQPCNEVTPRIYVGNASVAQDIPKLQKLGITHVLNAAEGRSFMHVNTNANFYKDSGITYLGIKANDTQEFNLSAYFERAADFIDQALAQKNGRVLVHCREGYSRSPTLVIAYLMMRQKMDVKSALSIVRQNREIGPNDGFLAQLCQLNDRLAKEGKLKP
Starred values were filed as active, the others as inactive; i = inactive; ? = inconclusive; · = no result given; & = joins results of further samples. Rule as the data show it, unless noted: active = inhibition above about 30%; inconclusive = no clear call, values can overlap the other calls; inactive = below that. Some of the compounds tested (hit frequency here may not be typical).

SMILES	TcdB inh	CCHFV vOTU inh	Anthrax LF prot	BoNT-A LC inh2	PfHsp40 yeast	BH1578 lux ind	SSB-PriA inh	Yp Topo-I inh	SARS 3CLpro inh	DUSP3 inh
CN(C)CCCNS(=O)(=O)c1cc(Cl)c(Cl)cc1Cl	0.5	2	5	?	-1.0	-0.5	-6	-8	3	31
CCOc1ccc(CCNC(=O)Cn2c(=O)oc3ccccc32)cc1OCC	0.5	·	-4	0.4	1.7	0.9	0	11	2	6
OC(Cc1cccnc1)(c1ccccc1)c1ccccc1	0.0	6	-6	0.5	-2.3	·	-4	10	·	·
COc1cccc(NC(=O)CN(C)CC(=O)NCc2ccc3c(c2)OCO3)c1	1.5	4	5	-0.3	-0.9	-2.1	-1	1	·	·
Cc1ccc(S(=O)(=O)N2C[C@H]3n4c(=O)ccc(=O)n4C[C@H](OC(=O)Nc4c(C)noc4C)[C@@]3(O)C2)cc1	0.8	1	-10	-0.2	·	-0.8	·	1	·	·
CN(C)CCCSc1nc2ccccc2s1	0.7	-7	2	3.8	0.2	0.8	-14	-2	1	-3
COc1ccccc1OC[C@H](O)CO	0.6	-10	1	-1.1	5.5	-0.2	-4	8	0	17
CC(C)c1ccc(NC(=O)c2cc(S(=O)(=O)NCC3COc4ccccc4O3)ccc2F)cc1 (stereo unspecified)	·	22	-1	-0.2	9.8	-0.6	-6	34	0	-17
Cc1ccc(CN(Cc2ccco2)C(=S)NCC(=O)O)cc1	·	19	-2	-1.4	-0.2	i	-11	3	-1	-13
OCCN(Cc1ccccc1)Cc1ccccc1O	-2.7	-9	-4	1.3	-0.3	1.8	-17	10	0	14
Cc1ccc(Cc2nnc(SCC(=O)Nc3ccccc3)n(N)c2=O)cc1	1.1	3	-2	-3.3	0.8	-1.4	-2	3	·	·
CC1=C(C(=O)OCc2ccccc2)C(c2ccc(Br)cc2)NC(=O)N1CCCCCC(=O)O (stereo unspecified)	-0.3	0	-2	-1.5	4.3	i	-6	19	·	·
Cc1noc(C)c1S(=O)(=O)N(CC(=O)N1CCCCCC1)c1ccc(C(C)C)cc1	1.4	5	-10	-1.2	-0.5	-0.2	-5	23	-2	-28
c1ccc(C(c2nnnn2C2CCCCC2)N2CCc3ccccc3C2)nc1 (stereo unspecified)	·	·	-1	1.3	-1.1	i	13	-4	-4	21
CCOc1ccc(C(=O)N[C@H](C(=O)Nc2cccc(S(=O)(=O)N3CCCCC3)c2)C(C)C)cc1	1.3	-6	-1	0.6	-0.5	i	11	20	5	-2
CC(C(=O)NCC1CCCO1)c1ccc([N+](=O)[O-])cc1 (stereo unspecified)	0.6	8	-1	0.3	-1.0	-0.3	2	-6	4	18
COC(=O)c1ccccc1S(=O)(=O)N1CCC(C(=O)OCC(=O)NCC(F)(F)F)CC1	1.0	-6	-2	-0.7	1.5	-0.1	-6	4	0	-8
C/C(=N\NC(=O)c1ccc(O)cc1)c1ccc2c(c1)OCCO2	1.0	-5	-4	-0.1	-0.6	-0.5	·	-5	·	·
Fc1ccccc1-c1nc2nc3ccccc3nc2n1CC1CCCO1 (stereo unspecified)	1.0	-32	23	2.6	-0.9	-1.3	-2	-3	6	29
CCC12C=CCN3CCC4(c5cc(Br)c(OC)cc5N(C)C4C(O)(C(=O)OC)C1OC(C)=O)C32 (stereo unspecified)	·	7	1	-4.6	-1.0	i	-1	20	-2	5
CSc1ccccc1C(=O)NCCSc1ccccc1	·	-12	-4	-0.8	-0.1	-3.8	-12	14	3	13
COc1ccccc1CNC(=O)CSc1cc(=O)n(C)c2ccccc12	1.2	-2	-1	-0.9	0.1	-0.2	8	0	1	-5
Nc1ccc2c(S(=O)(=O)O)cccc2c1S(=O)(=O)O	-2.1	-18	-7	0.0	-0.1	-3.3	-11	-4	·	·
COc1cccc(NC2CC(=O)N(CCc3ccccc3)C2=O)c1 (stereo unspecified)	·	18	-4	0.7	0.3	-0.7	-14	-5	6	20
O=C(c1sccc1-n1cccc1)N1CCCC1	·	3	-3	-1.1	-1.4	-0.6	-5	-4	-5	25
O=C(C(F)C(F)(F)F)N1CCN(c2ccccc2)CC1 (stereo unspecified)	-2.5	-3	-4	-2.0	-2.0	7.1	-13	3	-1	8
CC1=CC(C)C(CN(CCC[N+](C)(C)C)C(=O)Nc2ccccc2)C(C)C1 (stereo unspecified)	1.9	-16	2	-0.3	-0.2	i	-7	-4	0	17
NC(Cc1ccccc1)c1nc2ccccc2[nH]1 (stereo unspecified)	1.0	0	7	-3.3	-0.1	i	-16	-7	0	21
O=C(CCSCc1ccc(Cl)cc1)NC1CCCC1	0.7	10	-1	-0.2	-0.6	-0.3	1	-1	-3	-5
Cc1ccccc1N1CCN(C2=NC(=O)/C(=C\c3cccs3)S2)CC1	-1.2	9	-1	-0.2	?	-0.2	7	2	5	-2
CC1CCN(C(=O)CSc2ccc(-c3ccc(F)cc3)nn2)CC1	-0.7	8	-1	1.2	-0.7	i	·	-1	1	27
CN(c1ccccc1)S(=O)(=O)c1cccc(C(=O)NCc2ccccc2CN2CCCC2)c1	3.5	6	-3	6.9	-0.6	-0.3	3	10	·	·
Cc1cccc(-n2c(CCn3nc(C)c([N+](=O)[O-])c3C)n[nH]c2=S)c1	3.9	-8	-3	-0.7	0.9	i	-20	3	-1	47
CC(=O)C1=C(O)C(=O)N(c2nccs2)C1c1ccc(F)cc1 (stereo unspecified)	4.3	13	0	0.1	-0.6	-8.3	1	-9	0	3
CCOC(=O)C1=C(C)NC(C)=C(C(=O)OCC)C1c1ccc(OC)cc1	·	-12	-1	0.4	0.5	-0.2	-13	-8	1	12
O=C(Nc1cccc(F)c1)C1CCN(C(=O)N2CCOc3ccccc32)CC1	4.1	-5	-3	0.2	0.0	-0.1	-5	6	2	-30
O=C(CNCc1ccccn1)N1CCc2ccccc2C1	1.3	-19	-3	-2.9	-0.2	-0.3	78*	1	2	7
O=C(CSc1nc2[nH]ncc2c(=O)[nH]1)N1CCCCC1	1.7	-6	0	-0.1	4.7	3.4	-9	0	1	40
COCCNC(=O)C1(C)Cc2c(-c3cccc(C(N)=O)c3)ccnc2O1 (stereo unspecified)	1.4	-5	5	0.2	·	0.6	·	3	·	·
c1ccc2c(c1)Nc1nccnc1S2	0.3	-11	0	5.2	0.4	-0.7	-4	4	-5	-2
COc1cccc(-c2nc(=S)c3c(n2Cc2ccco2)CCCC3)c1	·	12	-4	-1.4	2.8	i	5&11	-1	4	0
CC(C(=O)NCC1(c2ccccc2)CCCC1)N1CCOCC1 (stereo unspecified)	·	-8	0	-1.2	0.5	i	-6	3	-2	-1
Cc1cc(NC(=O)COc2ccc([N+](=O)[O-])cc2)no1	2.2	15	5	1.1	0.4	i	-1	-1	·	·
C[C@@H]1CN([C@@H](C)CO)C(=O)c2cc(Br)cnc2O[C@@H]1CN(C)Cc1cncnc1	-0.3&0.3	-2	-4	0.1	·	i	·	11	·	·
CCc1nc2ccc(C(=O)Nc3cc(-c4ccccc4)ccc3OC)cn2c1N(C)Cc1ccc(Cl)cc1	-3.2	16	-6	0.1	·	0.3	·	0	·	·
COc1ccc(CNC(=O)C2CCC(CNS(=O)(=O)c3ccc(C)cc3)CC2)cc1 (stereo unspecified)	-11	4	4	1.8	·	-0.8	-4	31	-1	-11
O=S(=O)(c1ccc(Cl)c(C(F)(F)F)c1)N1CCN(CC(O)COCC2CCCO2)CC1 (stereo unspecified)	·	0	0	0.2	-1.3	i	-11	8	-2	13
CCNC(=O)COc1ccc2ccccc2c1	·	11	-6	-2.5	-0.4	-0.3	-15	-4	4	3
CC(C)(Oc1ccc(Cl)cc1)C(=O)N1CCN(C(=O)c2ccco2)CC1	0.9	-3	0	-2.7	-0.2	-0.3	-13	23	1	21
CC(=O)Oc1ccc(N(C(C)=O)S(=O)(=O)c2ccc3ccccc3c2)cc1Br	2.1	10	-1	-1.0	6.9	0.2	-2	9	4	-35

The results go on:
SMILES	TcdB inh	CCHFV vOTU inh	Anthrax LF prot	BoNT-A LC inh2	PfHsp40 yeast	BH1578 lux ind	SSB-PriA inh	Yp Topo-I inh	SARS 3CLpro inh	DUSP3 inh
O=S(=O)(c1ccc(F)cc1)N1CCC(c2nc3ccccc3[nH]2)CC1	3.1	5	20	-1.8	0.1	-1.5	-1	-4	-1	-9
CCOC(=O)c1cccc(NC(=O)C2CCC(CNc3c(N4CCOCC4)c(=O)c3=O)CC2)c1 (stereo unspecified)	2.0	12	-6	0.3	-0.4	-0.3	-27	1	-1	21
Cc1ccc(SCC(=O)OCC(=O)N(CC(C)C)c2c(N)n(Cc3ccccc3)c(=O)[nH]c2=O)cc1C	-0.1	-2	-2	0.0	1.7	-0.4	-6	19	·	·
C/C(=N\NC(=O)CSc1nnc(C)s1)c1ccc(Cl)cc1	·	-4	2	0.1	-1.6	0.8	·	-1	-1	19
O=C(Nc1ccc2c(c1)COC2=O)c1ccc(Cl)c(Cl)c1	-2.0	2	0	-2.9	-1.5	-0.3	-7	6	-1	10
CCO[C@@H]1OC(C(=O)NCc2nc3ccccc3[nH]2)=C[C@H](c2cn(C(C)=O)c3ccccc23)[C@H]1CCCO	0.7	-6	0	-0.5	2.8	i	8	-14	-8	21
CC(=O)C1=C(C)NC(SCC(=O)c2ccc(Cl)cc2Cl)=C(C#N)C1c1ccco1 (stereo unspecified)	·	-1	21	29	5.7	-0.3	-6	-1	4	10
CC(=O)Nc1ccc(S(=O)(=O)Nc2nnc(C(C)(C)C)s2)cc1	·	10	-1	-0.6	-0.8	-0.2	-4	11	-3	32
COCCn1c(SCC(=O)N2CCc3ccccc3C2)nc2ccccc2c1=O	0.9	-2	-4	-0.2	-0.1	-0.4	-9	32	-6	26
CS(=O)(=O)c1ccc(Cl)c(NC(=O)Cc2c(F)cccc2Cl)c1	-0.7	-7	0	-1.2	0.0	0.2	4	0	2	13
COc1ccc(N2CCC(N3CCN(C)C(CCO)C3)CC2)cc1 (stereo unspecified)	-2.4	-10	-2	?	0.3	-2.0	5	-2	2	6
CCOC(=O)N1CCN(C(=O)COC(=O)c2cccc(S(C)(=O)=O)c2)CC1	-3.1	-1	·	·	-0.6	-0.4	-11	0	·	·
COc1cc(OC)cc(C(=O)N[C@H](C(=O)OCC(=O)NC(=O)c2cccn2C)C(C)C)c1	0.3	7	-5	1.3	-0.3	0.2	9	1	1	12
O=C(CCc1nnc2ccc(NCc3ccc(F)cc3)nn12)N1CCC2(CC1)OCCO2	0.3	18	-6	-0.3	1.0	-3.1	-1	0	0	24
CCN(CC)S(=O)(=O)c1cccc(C(=O)OC2CC(C)OC2=O)c1 (stereo unspecified)	1.8	18	8	-0.6	0.1	-5.6	-12	-13	-7	26

High-throughput results as filed in PubChem BioAssay.
